GlmU inhibition: inhibition of mycobacterial GlmU enzyme – biochemical, glucosamine-1-phosphate acetyltransferase (AID 1376); one-dose inhibition, %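 (tested at 30 µM in the primary screen)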; IC50 in µM for titrated hits; 220,000 tested, 0.25% active; M. tuberculosis GlmU acetyltransferase enzyme assay; higher % means a stronger effect; in the data active means inhibition above about 13%; inconclusive means no clear call, values can overlap the other calls;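 further: 0% = complete reaction with vehicle and 100% = reaction without substrate; strong numbers were not always called active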
RmlCD inh 1536: M. tuberculosis RmlC/RmlD coupled enzyme inhibitors, primary screen, biochemical, compound mixtures, 384-well, from 1536-well plates; RmlC+RmlD coupled enzyme assay, percent inhibition; primary screen in compound mixtures; inhibition, % at 3.6 µM; dTDP-4-dehydrorhamnose reductase (Mycobacterium tuberculosis (strain ATCC 25618 / H37Rv)) …; 160,000 tested, 0.03% active; in the data active means inhibition mostly above about 34%, no sharp cut-off; inconclusive means no clear call, values can overlap the other calls; inactive means mostly below about 22%; further: some results filed as inactive read as strong as hits
Target sequence (P9WH09 whole entry, looked up): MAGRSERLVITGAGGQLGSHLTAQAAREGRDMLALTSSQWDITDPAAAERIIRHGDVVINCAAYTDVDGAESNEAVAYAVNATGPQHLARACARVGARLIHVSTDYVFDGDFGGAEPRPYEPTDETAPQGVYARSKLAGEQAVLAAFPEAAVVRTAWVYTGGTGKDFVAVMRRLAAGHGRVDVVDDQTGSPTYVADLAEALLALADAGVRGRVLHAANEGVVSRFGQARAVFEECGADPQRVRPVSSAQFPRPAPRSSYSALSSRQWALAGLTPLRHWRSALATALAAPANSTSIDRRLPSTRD
Target sequence (P9WH11 whole entry, looked up): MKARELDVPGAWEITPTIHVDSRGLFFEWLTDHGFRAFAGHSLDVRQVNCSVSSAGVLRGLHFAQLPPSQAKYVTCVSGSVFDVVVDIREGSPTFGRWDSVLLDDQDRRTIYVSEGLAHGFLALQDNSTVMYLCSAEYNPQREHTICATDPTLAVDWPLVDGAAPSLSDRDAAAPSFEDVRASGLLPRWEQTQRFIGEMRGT
* = called active by the depositor; ? = inconclusive; · = not tested or not shown.

Results follow in this order: GlmU inhibition	RmlCD inh 1536
> COc1ccccc1NC(=O)CSC1=NC(=O)C(NC(C)=O)C(=O)N1 (stereo not given)
 : 4.2%	·
> Cc1nc(SCC(=O)Nn2c(-c3ccccc3)nc3ccccc3c2=O)n[nH]1
 : 0.4%	-3
> COC(=O)c1ccccc1CCC(C)=O
 : -1.2%	-10
> O=C(CCc1ccc(O)c(O)c1)NNC(=S)NCCc1ccccc1
 : 12%	-14
> O=C(Cn1c(NCCCO)nc2ccccc21)c1cccs1
 : 5.2%	·
> CCOC(=O)N1CCC(NC(=O)c2cc(C(=O)Nc3ccc(S(=O)(=O)N4CCOCC4)cc3)ccc2CO)CC1
 : -2.0%	11
> CCNC(=O)CC1C(=O)N(C)C(=S)N1NC(=O)c1ccc(Cl)cc1 (stereo not given)
 : 1.3%	·
> CCOC(=O)C1=C(O)C(=O)N(c2ccc(S(N)(=O)=O)cc2)C1c1ccc([N+](=O)[O-])cc1 (stereo not given)
 : ·	-5
> Cc1cc(N2CCN(S(=O)(=O)c3ccccc3)CC2)c2ccccc2n1
 : -2.3%	-6
> COCCCNC(=O)/C(C#N)=C/c1ccc(F)cc1
 : -2.3%	12
> O=C(COc1c(Br)cc(Br)c2cccnc12)N1CCc2ccccc2C1
 : 1.7%	101
> CC1=C(C(=O)OCC2CCCO2)C(c2cccc(O)c2)NC(=O)N1 (stereo not given)
 : 0.0%	-6
> Cc1ccc(N2Cc3ccccc3C2=N)cc1[N+](=O)[O-]
 : -1.9%	3
> CCC(=O)N/C(=N/c1nc(C)cc(C)n1)Nc1cccc(OC)c1
 : 3.1%	11
> CC1(C)CN(c2ccccc2)N(Cc2ccc(F)cc2)C1=O
 : 3.7%	-8
> CCOc1ccccc1NC(=O)Nc1ccc(CC#N)cc1
 : 1.9%	-1
> Cn1c(=O)c2cnc(N3CCOCC3)nc2n(C)c1=O
 : 7.2%	·
> COc1cc(NC(c2ccccc2)c2ccccc2)cc(OC)c1OC
 : -9.2%	-4
> COc1cccc(OC)c1C(=O)NC(=S)N1CCOCC1
 : -4.9%	·
> CCOc1cc(Br)c(Br)c(C=Nc2ccc(NC(C)=O)cc2)c1O
 : -2.1%	-17
> Cc1csc(Nc2ccccc2)n1
 : 3.5%	-10
> CN1C=CC2=C(C#N)C(N)C(C#N)(C#N)[C@H](c3ccccc3)[C@H]2C1 (stereo not given in full)
 : 4.9%	·
> O=C(C1=C[C@H](c2ccc3c(c2)OCO3)C[C@H](OCc2ccc(CO)cc2)O1)N1CCN(Cc2ccc3c(c2)OCO3)CC1
 : -1.0%	·
> CS(=O)(=O)N1CCC(C(=O)N2CCN(Cc3ccccc3)CC2)CC1
 : 0.4%	-7
> COc1ccc(C2C(C(=O)NCC3CCCO3)c3cc(OC)c(OC)cc3C(=O)N2C)cc1OC (stereo not given)
 : 4.1%	-9
> O=C(CSc1ccc(-c2ccccc2)nn1)c1ccccc1
 : 0.0%	14
> CCOc1cc(C2C3=C(CCCC3=O)NC3=C2C(=O)CCC3)cc(Cl)c1O
 : 8.3%	·
> COc1ccc(CNC(NC(=O)c2ccccc2)(C(F)(F)F)C(F)(F)F)cc1
 : -3.4%	·
> CCc1ccccc1NC(=O)c1ccoc1C
 : 2.4%	-7
> CCc1ccc(NC(=S)Nc2cccc3cnccc23)cc1
 : -3.6%	-9

Among those listed so far, these have an aryl methoxy group:
Results follow in this order: GlmU inhibition	RmlCD inh 1536
> COc1ccccc1NC(=O)CSC1=NC(=O)C(NC(C)=O)C(=O)N1 (stereo not given)
 : 4.2%	·
> CCC(=O)N/C(=N/c1nc(C)cc(C)n1)Nc1cccc(OC)c1
 : 3.1%	11
> COc1cc(NC(c2ccccc2)c2ccccc2)cc(OC)c1OC
 : -9.2%	-4
> COc1cccc(OC)c1C(=O)NC(=S)N1CCOCC1
 : -4.9%	·
> COc1ccc(C2C(C(=O)NCC3CCCO3)c3cc(OC)c(OC)cc3C(=O)N2C)cc1OC (stereo not given)
 : 4.1%	-9
> COc1ccc(CNC(NC(=O)c2ccccc2)(C(F)(F)F)C(F)(F)F)cc1
 : -3.4%	·

In the list so far, 2 have a nitro group on carbon:
Results follow in this order: GlmU inhibition	RmlCD inh 1536
> CCOC(=O)C1=C(O)C(=O)N(c2ccc(S(N)(=O)=O)cc2)C1c1ccc([N+](=O)[O-])cc1 (stereo not given)
 : ·	-5
> Cc1ccc(N2Cc3ccccc3C2=N)cc1[N+](=O)[O-]
 : -1.9%	3

(further entries)
Results follow in this order: GlmU inhibition	RmlCD inh 1536
> COc1ccc(C(=O)CSc2nnc(NC(=O)C3CC(=O)N(c4ccccc4)C3)s2)cc1 (stereo not given)
 : -4.4%	-2
> O=C(Nc1ccccc1)N1CCn2c1nc1ccccc12
 : -5.2%	7
> COc1ccc(NC(=O)C2CCCN2S(=O)(=O)c2ccc3c(c2)CCC(=O)N3)c(OC)c1 (stereo not given)
 : 6.8%	2
> O=C(/C=C/c1ccc(Cl)c([N+](=O)[O-])c1)Nc1ccc(N2CCCC2)cc1
 : -2.0%	10
> N/C(=N\OC(=O)c1ccc(F)cc1)c1ccc(Br)cc1
 : -4.3%	-1
> c1cncc(Nc2nc(-c3cccs3)cs2)c1
 : 0.4%	8
> C/C=C(\C)C(=O)Nc1cccc(C2=NOC3(C2)C[C@@H](C(N)=O)N(C(=O)c2cc([N+](=O)[O-])cc([N+](=O)[O-])c2C)C3)c1 (stereo not given in full)
 : 1.9%	4
> O=c1oc2ccccc2cc1N1CCOCC1
 : -0.1%	·
> CCCn1c(SCC(=O)NCc2ccccc2Cl)n[nH]c1=O
 : 1.1%	5
> Cc1ccc(N=CC2=C(O)CC(c3ccccc3Cl)CC2=O)cc1 (stereo not given)
 : -3.2%	4
> O=C(CCOc1ccccc1)N1CCN(c2ccc(O)cc2)CC1
 : -2.1%	25
> COc1cc(OC)nc(NC(=O)CSc2nnc(-c3ccccc3)n2C2CCCCC2)n1
 : 0.3%	·
> COc1ccc(C(=O)N2CCN(c3ccccn3)CC2)cc1
 : -0.2%	-5
> COc1ccc(CCNC(=O)COC(=O)c2cnc(C)cn2)cc1OC
 : -4.0%	·
> Cc1cccc(NC(=O)Cn2c(O)c(N=NC(=O)c3ccccc3O)c3ccccc32)c1
 : 1.9%	-3
> COc1ccc(-c2nnc(SCc3cc(C)ccc3C)n2N)cc1
 : -0.4%	26
> S=c1[nH]nc(-c2ccco2)n1-c1ccc(Cl)cc1
 : 5.6%	4
> Cc1cc(C(=O)NCCN2CCN(c3cccc(Cl)c3)CC2)n(-c2ccccc2)n1
 : 8.0%	-6
> Cc1[nH]c2c(C)cccc2c1CCNC(=O)c1ccc2c(c1[N+](=O)[O-])C(=O)c1ccccc1C2=O
 : -2.6%	-9
> CNC(=S)N(Cc1ccc(OC)cc1)C1CC(=O)N(c2ccc(OC)cc2)C1=O (stereo not given)
 : 0.4%	·
> CCCSC1=C(C#N)C(c2cccs2)C(C(=O)Nc2ccccc2)=C(C)N1 (stereo not given)
 : 2.6%	·
> Cc1ccccc1NC(=O)CN1CCC(n2nnc3ccccc32)CC1
 : 3.7%	·
> CCCCNC(=O)NCC(=O)Nc1ccc(F)c(F)c1
 : 2.8%	-4
> Cc1cc(C)c2c(=O)[nH]c(SCC(=O)N(C)C)nc2n1
 : 2.0%	·
> CCn1c(SCC(=O)c2ccc(Cl)cc2)nnc1-c1ccoc1C
 : -2.5%	-4
> CNC(=S)NNC(=O)Cc1ccc(OC)cc1
 : 2.6%	-3
> O=C(CC1NCCNC1=O)OCc1ccccc1 (stereo not given)
 : -4.0%	-6
> O=C(CSC1=Nc2ccccc2C2=NC(c3ccccc3)C(=O)N12)NCC1CCCO1 (stereo not given)
 : -0.6%	4
> COC(=O)CCC(=O)OC1(C)C(=O)C2=CN(CCc3ccccn3)C(c3ccc(OC)cc3)=CC2=C(Br)C1=O (stereo not given)
 : -1.0%	·
> Cc1ccc(/C(O)=C2\C(=O)C(=O)N(c3cc(C)on3)C2c2cccc(Cl)c2)cc1 (stereo not given)
 : 4.6%	-27

The list continues:
Results follow in this order: GlmU inhibition	RmlCD inh 1536
> Oc1cccc(C2c3[nH]c4ccccc4c3CCN2Cc2ccc3c(c2)CCO3)c1 (stereo not given)
 : 4.5%	-8
> O=c1c2ccccc2n2c(-c3cccc(Cl)c3)nnc2n1Cc1ccccc1
 : -0.1%	8
> COc1cc(/C(C)=N/NC(=O)c2ccc(CSc3nncn3C)cc2)cc(OC)c1OC
 : 11%	4
> COc1cc(NC(=O)CSc2nnnn2-c2ccccc2)cc(OC)c1OC
 : -2.5%	3
> O=C(O)c1ccc(OC2CSC2)cc1
 : -0.3%	·
> COc1ccc(Cl)cc1NC(=S)NCCc1ccc(S(N)(=O)=O)cc1
 : 1.2%	·
> N#CC1=C2SCN(Cc3ccco3)CN2C(=O)CC1c1cccc2ccccc12 (stereo not given)
 : -0.9%	·
> Cc1ccc(S(=O)(=O)NCCC(=O)Nc2ccc(Cl)cc2C(=O)c2ccccc2)cc1
 : 2.9%	·
> COc1ccc(Cl)cc1NC(=O)C(C)N1CCN(C/C=C/c2ccccc2)CC1 (stereo not given)
 : 4.0%	-12
> CC(=O)c1c(N2CCN(c3cccc(Cl)c3)CC2)nc(=S)n(-c2ccccc2)c1C
 : -1.7%	·
> CC(C)OCCCn1c(-c2ccco2)nc2nc3ccccc3nc21
 : ·	-5
> O=C(CCSCc1ccccc1)Nc1ccc2c(c1)OCCO2
 : -2.5%	13
> Cc1cccc(C(C)C)c1-n1nnnc1-c1ccccc1
 : 1.2%	-8
> COCCn1c(C)cc(C(=O)CSc2nnc(-c3cccnc3)n2-c2ccccc2F)c1C
 : 2.7%	9
> CN1C(=O)C(CCC(N)=O)NC1=S (stereo not given)
 : 0.2%	-4
> O=C(NCc1ccncc1)C(=O)NCC(c1ccco1)N1CCN(c2ccccc2)CC1 (stereo not given)
 : -0.5%	-7
> CN(C)c1oc(-c2ccc(Cl)cc2)nc1S(=O)(=O)c1ccccc1
 : 7.2%	-6
> CCOC(=O)c1[nH]c2ccc(Br)cc2c1NC(=O)CNC
 : -0.1%	·
> NC(=O)C1=C[C@@H](C2CCCCC2)C[C@@H](OCCCCO)O1
 : 0.3%	·
> O=C(CCS(=O)(=O)c1cccs1)Nc1ccc(C(=O)NCc2ccc(F)cc2)cc1
 : -0.3%	8
> CCn1nnc(NC(=O)c2ccccc2Br)n1
 : 2.8%	·
> CNC(=O)CS(=O)(=O)CC(=O)Nc1cc(OCCOC)c(Cl)cc1Cl
 : -0.5%	-14
> CC1CCN(C(=O)CSc2nnc(CNc3ccc(F)cc3)n2Cc2ccco2)CC1
 : 3.8%	3
> C#CCOCCOCCOCCNc1nc(N2CCN(C(=O)Cn3cc(CCCN=C(N)N)nn3)CC2)nc(N2CCN(C(=O)[C@H]([C@@H](C)CC)n3cc(CCC(=O)O)nn3)CC2)n1
 : -4.0%	·
> Cc1ccc2nc(-c3ccc(NC(=O)CN(C)S(=O)(=O)c4ccccc4)cc3)sc2c1
 : -0.8%	13
> CC(CCc1ccccc1)NC(=O)CN1CCSc2ccccc21 (stereo not given)
 : 6.3%	·
> CC1(c2nnc(Cc3ccccc3)o2)CC(c2ccncc2)=NO1 (stereo not given)
 : 0.0%	·
> O=c1cc(-c2ccc(F)cc2F)[nH]c2ccccc12
 : -0.7%	·
> COCCn1c(/C=C/c2ccccc2)nc2ccccc21
 : -3.9%	4
> O=C(CC(NC(=O)c1ccccc1Cl)c1ccccc1)NCCc1ccc(Cl)cc1 (stereo not given)
 : 0.5%	7

In another format: two of the compounds above
mol,GlmU inhibition,RmlCD inh 1536
COc1ccc(Cl)cc1NC(=S)NCCc1ccc(S(N)(=O)=O)cc1,1.2%,·
N#CC1=C2SCN(Cc3ccco3)CN2C(=O)CC1c1cccc2ccccc12 (stereo not given),-0.9%,·

Following part
Results follow in this order: GlmU inhibition	RmlCD inh 1536
> COc1ccccc1NC(=O)NS(=O)(=O)c1ccc(C)cc1
 : 5.9%	11
> Cc1ccc2c(c1)C(=O)N(CCCCO)C2=O
 : -3.6%	-13
> CCOC(=O)CN(C(=O)CNC(=O)c1cccs1)C(C(=O)NC1CCCC1)c1cccnc1 (stereo not given)
 : -7.0%	·
> Cc1cccc(N2CCCC2=Nc2ccc(Br)cc2C#N)c1
 : 4.2%	11
> COCc1cc(OC(=O)N(C)C)nc(-c2ccccc2)n1
 : 1.6%	-7
> CS(=O)(=O)N1CCN=C1SCc1ccc([N+](=O)[O-])cc1
 : -6.1%	20
> Cc1cccc(OCCNC(=O)c2cccc(Oc3ccc(C(F)(F)F)cc3[N+](=O)[O-])c2)c1
 : -1.5%	·
> O=C(Cn1nnc2ccccc21)NCc1ccccc1
 : 3.5%	·
> O=C1CCC(=O)N1c1cccc(OS(=O)(=O)c2ccccc2)c1
 : -5.5%	·
> COC(=O)[C@@H]1C[C@@]2(O)[C@H](O)[C@H](O)[C@H](O)C[C@H]2N1Cc1ccc(-c2ccccc2)cc1
 : 1.3%	·
> c1ccc2oc(CCc3nc4ccccc4o3)nc2c1
 : 2.6%	·
> COC(=O)c1ccc(OC(=O)c2ccc(OC)c(OC)c2)c(OC)c1
 : 1.5%	·
> Cc1cccc(NC(=S)N2CCC(c3nc4ccccc4o3)CC2)c1C
 : 0.8%	?
> CN1C2CCC1CC(OC(=O)c1ccc(Cl)cc1)C2 (stereo not given)
 : -5.7%	7
> Cc1sc2nc(COC(=O)c3ccc(Cl)c(N)c3)[nH]c(=O)c2c1C
 : 0.2%	·
> CC(=O)NCCOC(=O)Nc1ccncc1
 : -0.3%	-9
> CCn1c(COc2ccccc2)nnc1SCC(=O)NC1CCCCC1
 : -3.6%	·
> Cc1ccccc1-c1cc2c(nn1)-c1ccccc1C2=O
 : 2.1%	·
> C=CCn1c(O)c(/C(C)=N/N2CCCCC2)c(=O)[nH]c1=O
 : 1.3%	·
> Fc1ccccc1OCCCN1CCOCC1
 : 1.2%	-5

An excerpt; rates above refer to the full screens.
